OX1R antag-1 = OX1R (human) antagonism | O43613 | hit rate 1.8% among 330,000 | inhibition, % at 6.6 µM | OX1R-expressing cells, FRET antagonist read-out | AID 485270; in the data active = inhibition mostly above about 38%, no sharp cut-off; inactive = mostly below about 40%;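 note: 0% = agonist challenge alone and 100% = reference antagonist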
Target sequence (O43613 whole entry, looked up): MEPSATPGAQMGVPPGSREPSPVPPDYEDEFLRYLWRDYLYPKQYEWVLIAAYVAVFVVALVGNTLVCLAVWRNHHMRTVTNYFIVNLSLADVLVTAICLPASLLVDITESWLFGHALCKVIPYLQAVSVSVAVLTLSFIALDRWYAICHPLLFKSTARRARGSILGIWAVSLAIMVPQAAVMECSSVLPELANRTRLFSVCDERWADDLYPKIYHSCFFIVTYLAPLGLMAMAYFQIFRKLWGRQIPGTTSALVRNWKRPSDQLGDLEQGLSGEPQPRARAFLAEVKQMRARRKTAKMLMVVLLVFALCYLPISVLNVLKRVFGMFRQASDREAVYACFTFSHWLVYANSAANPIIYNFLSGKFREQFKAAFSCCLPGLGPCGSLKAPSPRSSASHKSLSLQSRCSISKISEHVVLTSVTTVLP
OX1R antag-2 = human HCRTR1 antagonism | O43613 | CHO/OX1R cells, Fluo-8 calcium fluorescence, orexin A | inhibition, % at 5 µM | hit rate 0.43% among 330,000 | AID 434989;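 active = inhibition above its plate's threshold, mean inhibition of all tested compounds on the plate plus 3 SD, cut at about 37% in these data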;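 note: 0% = orexin A challenge wells and 100% = SB-334867-A antagonist wells; not every result past the cut was called active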
Numbers without * were called inactive.

Every second line gives: OX1R antag-1	OX1R antag-2
1) O=Cc1sc(Nc2ccccc2)nc1Cl
    22	12
2) O=C1c2ccccc2NC(c2ccccc2O)N1c1ccc(F)cc1 (configuration not stated)
    -13	-10
3) Cc1ccc(CNC(=O)CN(C(=O)C2(C)CC(=O)N=C3C=CC=CN32)c2ccc(F)cc2)cc1 (configuration not stated)
    12	3
4) CC[C@@]1(C(=O)OC)N[C@H](CN(C)C(=O)c2ccccc2)[C@@H]2C(=O)N(C)C(=O)[C@@H]21
    0	-4
5) Cc1cccc(NC(=O)c2cnc3scc(C)n3c2=O)c1
    14	-23
6) CC(C)CC(=O)N1CCN(C(=O)c2ccc(F)cc2)CC1
    2	-10
7) Cc1ccc(C)c(NC(=O)CCCCCCCCCCC2COCCO2)c1 (configuration not stated)
    9	-2
8) CCOC(=O)N1c2ccccc2Sc2ccccc21
    13	-11
9) O=C(NCc1ccco1)c1cccc(Nc2nc3ccc(Br)cc3[nH]2)c1
    19	-22
10) COc1ccc(-n2nc(C(=O)NCC(=O)N3CCCC3)c3ccccc3c2=O)cc1Cl
    22	-13
11) Cc1nc2ccccc2n1CC(O)COC1CCCCC1 (configuration not stated)
    3	4
12) O=C(Nc1ccccc1N1CCN(C(=O)c2ccc(Cl)cc2)CC1)c1ccc(Br)cc1
    9	-37
13) NS(=O)(=O)c1ccc(CCNCC(=O)NCc2ccccc2Cl)cc1
    8	-19
14) O=S1(=O)CCC(NC(=S)N2CCCCCC2)C1 (configuration not stated)
    0	4
15) Cc1ccc(/C(N)=N/OC(=O)c2ccc(F)cc2)cc1
    16	-11
16) Cn1c(=O)[nH]c(=O)c2c1nc(N1CCOCC1)n2CC(O)COc1ccccc1 (configuration not stated)
    -5	-10
17) O=C(C1COc2ccccc2O1)N1CCN(S(=O)(=O)c2ccccc2)CC1 (configuration not stated)
    20	-10
18) CCO[C@@H]1OC(C(=O)N2CCN(Cc3ccccc3)CC2)=C[C@H](c2csc3ccccc23)[C@H]1CCCO
    22	-27
19) COc1ccc(Cl)cc1NC(=O)Nc1cc(C)on1
    16	-16
20) O=C(CNc1ccccc1F)Nc1cccc2ccccc12
    4	-16
21) COCCNC(=O)CCCN1C(=O)c2ccccc2Sc2ncccc21
    3	-9
22) CN1CCN(c2c(/C=N/O)c3ccccc3n2C)CC1
    -1	2
23) C/C(=N\OCC(=O)Nc1ccc(F)c(F)c1F)c1cc2ccccc2o1
    65*	-1
24) NC(=S)N/N=C1\CCSc2ccc(Cl)cc21
    4	-5
25) O=S(=O)(Nc1ccc(O)c2ccccc12)c1ccc(F)cc1
    31	-16
26) O=C(NCCCNc1ccc(C(F)(F)F)cc1[N+](=O)[O-])c1ccc(F)cc1
    14	-10
27) COC(=O)c1cc2occc2n1CC(=O)Nc1ccc(OC)c(OC)c1OC
    12	-13
28) CC(C)(C)NC(=O)C(c1ccc(F)cc1)N(Cc1ccco1)C(=O)c1csnn1 (configuration not stated)
    8	-14
29) CCCn1c(C)cc(C(=O)Cn2nnc3ccccc3c2=O)c1C
    31	-15
30) CCc1ccc(NC(=O)COC(=O)CN2C(=O)COc3ccccc32)cc1
    23	-13
31) Cc1ccc(S(=O)(=O)N(c2nc(NC(C)C)nc(NC(C)C)n2)n2cnnc2)cc1
    10	-33
32) Clc1cccc(Nc2c3c(nc4ncnn24)CCC3)c1
    9	-15
33) CC(C)Cc1nc2n[nH]c(N)c2c2c1CCCC2
    12	-12
34) Cc1ccc(-n2nnnc2SCC(=O)Nc2c(C)n(C)n(-c3ccccc3)c2=O)cc1
    8	-31
35) Cc1cccc(-n2cc(-c3ccccc3)[nH]c2=S)c1
    11	-16
36) O=C(CN1CCN(c2cccc(C(F)(F)F)c2)CC1)N(C1CCCC1)C1CCS(=O)(=O)C1 (configuration not stated)
    1	-2
37) COc1ccccc1OCCNc1cc(N2CCOCC2)ccc1[N+](=O)[O-]
    18	-20
38) C=C(C)CSc1nnc([C@H](CCSC)NC(=O)OC(C)(C)C)o1
    9	-24
39) CCN1C(=O)CC(N2CCN(c3cccc(OC)c3)CC2)C1=O (configuration not stated)
    14	-13
40) Cc1nc(-c2ccc3c(c2)CCC(=O)N3)cs1
    2	-11

Part of the list above, with the structure last:
| No. | OX1R antag-1 | OX1R antag-2 | canonical_smiles |
| --- | --- | --- | --- |
| 24 | 4 | -5 | NC(=S)N/N=C1\CCSc2ccc(Cl)cc21 |
| 25 | 31 | -16 | O=S(=O)(Nc1ccc(O)c2ccccc12)c1ccc(F)cc1 |
| 26 | 14 | -10 | O=C(NCCCNc1ccc(C(F)(F)F)cc1[N+](=O)[O-])c1ccc(F)cc1 |
| 27 | 12 | -13 | COC(=O)c1cc2occc2n1CC(=O)Nc1ccc(OC)c(OC)c1OC |
| 28 | 8 | -14 | CC(C)(C)NC(=O)C(c1ccc(F)cc1)N(Cc1ccco1)C(=O)c1csnn1 (configuration not stated) |
| 29 | 31 | -15 | CCCn1c(C)cc(C(=O)Cn2nnc3ccccc3c2=O)c1C |
| 30 | 23 | -13 | CCc1ccc(NC(=O)COC(=O)CN2C(=O)COc3ccccc32)cc1 |
| 31 | 10 | -33 | Cc1ccc(S(=O)(=O)N(c2nc(NC(C)C)nc(NC(C)C)n2)n2cnnc2)cc1 |
| 32 | 9 | -15 | Clc1cccc(Nc2c3c(nc4ncnn24)CCC3)c1 |
| 33 | 12 | -12 | CC(C)Cc1nc2n[nH]c(N)c2c2c1CCCC2 |
| 34 | 8 | -31 | Cc1ccc(-n2nnnc2SCC(=O)Nc2c(C)n(C)n(-c3ccccc3)c2=O)cc1 |
| 35 | 11 | -16 | Cc1cccc(-n2cc(-c3ccccc3)[nH]c2=S)c1 |
| 36 | 1 | -2 | O=C(CN1CCN(c2cccc(C(F)(F)F)c2)CC1)N(C1CCCC1)C1CCS(=O)(=O)C1 (configuration not stated) |
| 37 | 18 | -20 | COc1ccccc1OCCNc1cc(N2CCOCC2)ccc1[N+](=O)[O-] |
| 38 | 9 | -24 | C=C(C)CSc1nnc([C@H](CCSC)NC(=O)OC(C)(C)C)o1 |
| 39 | 14 | -13 | CCN1C(=O)CC(N2CCN(c3cccc(OC)c3)CC2)C1=O (configuration not stated) |
| 40 | 2 | -11 | Cc1nc(-c2ccc3c(c2)CCC(=O)N3)cs1 |

Next part.
Every second line gives: OX1R antag-1	OX1R antag-2
41) N#CCOc1nc(N2CCCC2)nc(N2CCCC2)n1
    8	-7
42) Cc1cc(NC(=O)CCCn2nc([N+](=O)[O-])c(Cl)c2C)no1
    30	-5
43) CC(=O)Nc1ccc(NC(=O)C2CCC(N3C(=O)C4C5C=CC(C6CC56)C4C3=O)CC2)cc1 (configuration not stated)
    8	-21
44) COc1ccc(-c2nc3c(n2O)CCCC3=O)cc1OC
    17	-3
45) CCNC(=O)N(C)C[C@H]1N[C@@](CC)(C(=O)OC)[C@H]2C(=O)N(C)C(=O)[C@@H]12
    2	-1
46) COc1ccc2c(-c3ccccc3)cc(SCC(=O)NC(N)=O)nc2c1
    14	-11
47) O=C(Cc1ccc(Cl)cc1)N/N=C/c1cccs1
    9	-9
48) COc1cc(/C=C/C(=O)O)cc(S(=O)(=O)Nc2ccccc2C(=O)NCc2ccco2)c1OC
    10	-6
49) O=C(Cn1nc(CNc2ccc(Cl)cc2)[n+]2c1CCCCC2)c1ccc(Cl)cc1
    0	-23
50) CCN(CC)CCN(C(=O)c1ccc(S(=O)(=O)N(CC)c2ccccc2)cc1)c1nc2c(OC)ccc(OC)c2s1
    11	-18
51) CC(=O)Nc1ccc(S(=O)(=O)NCc2ccc(C(=O)NCCCN3CCC(C)CC3)cc2)cc1
    9	1
52) CCc1ccc(N2CN(CCc3ccccc3)CNC2=S)cc1
    3	-26
53) C=CCn1c(SCc2nc3sc(C(=O)O)c(C)c3c(=O)[nH]2)nnc1-c1ccc(F)cc1
    21	-21
54) CCN(CC)C(=O)COc1ccc(/C(C)=N/Nc2ncc(Cl)cc2Cl)cc1
    23	-31
55) COC(=O)c1ccc(Cn2c(O)c(N=NC(N)=S)c3ccccc32)o1
    6	-25
56) CCOc1ccc2[nH]c(=O)c(C(c3nnnn3C3CCCCC3)N3CCN(C)CC3)cc2c1 (configuration not stated)
    4	-24
57) CCC(C)(C)NC(=O)C(c1cccnc1)N(C(=O)c1csnn1)c1ccccc1 (configuration not stated)
    6	-21
58) O=C(Cc1ccc(Cl)cc1)Nc1ccccc1N1CCN(C(=O)c2ccccc2)CC1
    6	-9
59) O=C(Nc1cc(Sc2nc3ccccc3s2)cc([N+](=O)[O-])c1)c1ccccc1F
    31	-9
60) Cc1ccc(/C=C/C(=O)NCCCN2CCN(CCCNC(=O)/C=C/c3ccc(C)o3)CC2)o1
    32	-14
61) CCc1ccccc1NC(=S)N(CCOC)C(C)c1ccco1 (configuration not stated)
    8	0
62) Cc1ccc2nc(NC(=O)CCCc3nc4ccccc4s3)sc2c1
    45	-20
63) CN1CCc2nc(SC(C(=O)O)c3ccccc3)c(C#N)c(-c3cccs3)c2C1 (configuration not stated)
    10	-7
64) Cc1cc(=O)[nH]c(SCC(=O)N2CC3(C)CC2CC(C)(C)C3)n1 (configuration not stated)
    7	-11
65) O=C(c1cnn(C(=O)c2ccccc2F)c1)c1ccccc1O
    7	8
66) COCCN1CN(S(=O)(=O)c2ccccc2)c2nc3ccccc3nc21
    18	-20
67) CCn1c(=O)cc(OCC(=O)Nc2ccccc2N2CCN(C)CC2)c2ccccc21
    7	-25
68) COc1ccc(C(=O)C2CN(c3ccccc3)CC2c2ccc(Cl)cc2)cc1 (configuration not stated)
    19	-16
69) FC(F)(F)c1cccc(Cn2c3[n+](c4ccc(C(F)(F)F)cc42)CCCCC3)c1
    17	-13
70) CCn1c(-c2cccn(Cc3ccc(Cl)cc3Cl)c2=O)n[nH]c1=S
    6	-17
71) CCC(C)(C)C1CCC(=NNS(=O)(=O)c2ccc(C)c([N+](=O)[O-])c2)CC1 (configuration not stated)
    6	-14
72) COc1ccc([C@@H]2CC=C(C(=O)O)[C@H](c3ccccc3F)N2S(=O)(=O)c2ccccc2C)cc1
    52	-10
73) COc1ccc(C2C(C(C)=O)=C(O)C(=O)N2Cc2cccnc2)cc1 (configuration not stated)
    -2	-13
74) O=C(O)CC12CC3CC(C1)CC(n1ncc(NCc4ccccc4Cl)c(Cl)c1=O)(C3)C2
    4	-2
75) COc1ccc(Cl)cc1-c1nc(SCC(=O)N(C)C2CCS(=O)(=O)C2)n[nH]1 (configuration not stated)
    4	-10
76) Cc1ccc(OCC(=O)NS(=O)(=O)c2ccccc2)cc1
    15	-1
77) N#CCCn1cc(C(=O)Nc2ccccc2Br)c(-c2cccs2)n1
    19	1
78) CC(=O)c1cccc(NC(=O)c2sc3nc4n(c(=O)c3c2C)CCCCC4)c1
    23	-12
79) COc1cc(S(=O)(=O)NCc2ccc3c(c2)OCO3)ccc1F
    0	-7
80) O=C(Nc1ccc2c(c1)OCO2)C1CCN(S(=O)(=O)Cc2ccccc2)CC1
    10	5

One compound at a time (already shown). Order of screens: OX1R antag-1, OX1R antag-2
Shown for CCC(C)(C)C1CCC(=NNS(=O)(=O)c2ccc(C)c([N+](=O)[O-])c2)CC1 (configuration not stated) → 6, -14
Shown for CCn1c(-c2cccn(Cc3ccc(Cl)cc3Cl)c2=O)n[nH]c1=S → 6, -17

(cont.)
Every second line gives: OX1R antag-1	OX1R antag-2
81) CC(C)(C)C(=O)NCC12C=CC(O1)C1C(=O)N(c3ccccc3)C(=O)C12 (configuration not stated)
    2	-19
82) c1cnc2c(Oc3ncnc4sccc34)cccc2c1
    14	-9
83) Cc1cc(NC(=O)CCC2CCCCC2)no1
    12	-12
84) O=C(OCC(=O)N1CCN(c2ccccc2)CC1)c1cccc(Cl)c1
    3	-15
85) CC(=O)Nc1cc(C(=O)N2CCc3ccccc3C2)ccc1Sc1ccc(F)cc1
    7	-74
86) CCCS(=O)(=O)N1CCCC(C(=O)N2CCN(c3ccccn3)CC2)C1 (configuration not stated)
    11	-11
87) CCC1CCCCN1C(=O)COc1c(Br)cc(Br)c2cccnc12 (configuration not stated)
    39	-11
88) O=C(NNC(=O)C12CC3CC(CC(O)(C3)C1)C2)c1csc(N2CCOCC2)n1
    15	2
89) COC(=O)c1ccc(-n2c(C)cc(C(=O)CSc3ccc(NC(C)=O)cc3)c2C)cc1
    16	-18
90) CC1CCc2nc(NC(=O)c3ccc(N4C(=O)CCC4=O)cc3)sc2C1 (configuration not stated)
    1	-11
91) COc1cccc(NC(=O)C2Cc3ccccc3CN2C(=O)c2ccco2)c1 (configuration not stated)
    34	-18
92) COc1ccc(COC(=O)c2c(C)nn(-c3ccccc3)c2Cl)cc1
    2	-32
93) CN(C(=O)c1ccc2c(c1)CCN2S(C)(=O)=O)c1ccccc1
    8	-8
94) NS(=O)(=O)c1cc(C(=O)Nc2ccc3c(c2)CCC3)ccc1Cl
    25	-22
95) CC1CN(C(=O)CCNC(=O)c2ccc(Br)cc2)CC(C)O1 (configuration not stated)
    -2	-20
96) CCOC(=O)c1ccc(CNS(=O)(=O)c2c(C)ccc3nsnc23)o1
    48	-23
97) CC(C)C[C@H](NC(=O)C1CC(=O)N(c2ccc3c(c2)OCO3)C1)C(=O)NCc1ccco1 (some centres not stated)
    9	0
98) CC(C)C[C@H](NC(=O)c1nc[nH]c1C(=O)N[C@@H](CCCCNC(=O)OC(C)(C)C)C(=O)OC(C)(C)C)C(=O)OC(C)(C)C
    18	-51
99) CC(=O)N1CCN(c2ccc(NCc3cccs3)cc2)CC1
    45	-28
100) CC(=O)N1c2ccc(S(=O)(=O)N3CCC(C(=O)NCCc4ccc(Cl)cc4)CC3)cc2CC1C (configuration not stated)
    10	-14
101) Cc1nc(/C(N)=N/OC(=O)c2cccc(Cl)c2)c(C(F)(F)F)o1
    4	-2
102) COc1cc(/C=C2\SC(=O)NC2=O)ccc1Oc1cnccn1
    21	9
103) CCN(CC)C(=O)c1c(-c2ccccc2)oc2ccc(OC)cc12
    23	-26

High-throughput results deposited in PubChem by The Scripps Research Institute Molecular Screening Center.
